M17LAP inhibition = P. falciparum M17LAP inhibitors, primary screen, biochemical, fluorogenic H-Leu-NHMec substrate, 1536-well (AID 1619). actives 0.38% (n = 220,000). inhibition, % at 30 µM, or IC50 in µM where a hit was titrated. recombinant M17LAP, H-Leu-NHMec fluorogenic kinetic assay; higher % means a stronger effect;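 active = compound inhibiting the enzyme by more than half at any dose during confirmatory dose-response retesting; inconclusive = strong single-dose inhibitors picked by rank but not retested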;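 note: plate controls were full reaction with DMSO carrier for no effect and no enzyme background for full effect; strong numbers were not always called active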
PMI inhibition = MPI inhibition at elevated mannose 6-phosphate – biochemical, fluorescence intensity, high mannose 6-phosphate, primary screen (AID 1220). recombinant PMI enzyme, coupled fluorescence intensity; higher % means a stronger effect. inhibition, % at 20 µM, or IC50 in µM where a hit was titrated. actives 0.66% (n = 190,000)
RSV CPE inhibition = RSV antiviral activity via CPE protection, HEp-2 cells, primary 10 µM value included (AID 2391). HEp-2 cells, RSV-induced CPE inhibition; higher % means a stronger effect. CPE inhibition, % at 10 µM; hits with a dose series show IC50 in µM. actives 0.13% (n = 310,000); in the data active = a potency from the dose series; inconclusive = CPE inhibition mostly from about 23% at the one dose, without a potency; inactive = the rest, 99 in 100 with CPE inhibition below about 21%; note: strong numbers were not always called active
West Nile virus CPE = West Nile virus antiviral activity, cell-based, CPE readout (AID 1621); West Nile virus-infected cells, CPE inhibition; higher % means a stronger effect; CPE inhibition, % at 10 µM; hits with a dose series show IC50 in µM; actives 0.02% (n = 290,000); in the data active = a potency from the dose series; inconclusive = CPE inhibition mostly from about 3.7% at the one dose, without a potency; inactive = the rest, 99 in 100 with CPE inhibition below about 2.2%; note: strong numbers were not always called active
human PMI inhibition = inhibitors of human PMI, primary screen, biochemical, fluorescence intensity, coupled assay (AID 1209). actives 0.42% (n = 190,000). purified PMI enzyme, coupled fluorescence intensity; higher % means a stronger effect. one-dose inhibition, % at 20 µM; IC50 in µM for titrated hits;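 note: plate controls were DMSO vehicle for no effect and wells lacking substrate for full effect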
T cell modulator = T cell immune modulators affecting CD8 T cell-vesicle binding; 2C CD8+ T cell-vesicle binding, flow cytometry; hits give low values; calls only at 7 µM; actives 0.068% (n = 330,000); AID 2052;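 active = response, share of CD8 T cells binding vesicles, and their 90th percentile fluorescence all below set limits, cut at about 80% in these data, passing the limit was not always enough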
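Material: murine 2C transgenic CD8+ T lymphocytes / Also added: QL9-peptide-loaded Drosophila micro-vesicles bearing Ld, ICAM-1 and B7-1 / Schedule: binding step 1.5 h, 37 °C, antibody labelling 20 min, ice / Signal: flow cytometry, PE anti-B7-1 (FL2) versus Alexa647 anti-CD8 (FL8), PFA-fixed / Evaluation: percent CD8+ FL2 mean versus row control / Benchmarks: naked versus QL9-loaded vesicles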
K1F lysis inhibition = inhibition of K1F phage lysis, E. coli UTI89, bacterial capsule biogenesis inhibitors, alamar blue (AID 488966); E. coli UTI89 K1F phage lysis, alamar blue, 2 h; higher % means a stronger effect; actives 0.02% (n = 340,000); inhibition, % at 100 µM, or IC50 in µM where a hit was titrated;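 active = phage lysis inhibition, versus mean bacterial control, above a set limit; inconclusive = no clear call, values can overlap the other calls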;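 note: capsule biogenesis inhibitors block K1F phage lysis so surviving cells raise fluorescence; higher fluorescence means more inhibition of phage lysis; actives were called in the ten point dose series up to 300 µM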
P. falciparum M1AAP = malaria alanyl aminopeptidase activity blockers – biochemical, fluorogenic H-Leu-NHMec substrate, 1536-well (AID 1445). recombinant M1AAP, H-Leu-NHMec fluorogenic kinetic assay; higher % means a stronger effect. actives 0.42% (n = 220,000). one-dose inhibition, % at 30 µM; IC50 in µM for titrated hits;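 active = primary inhibition above the hit cutoff, then over 50% inhibition at one or more dose response concentrations, cut at about 23% in these data, passing the limit was not always enough; inconclusive = conflicting primary data, or primary hits not chosen for dose response; inactive = low primary inhibition, or under 50% at every dose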;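 note: plate controls were DMSO full reaction for no effect and no enzyme background for full effect; strong numbers were not always called active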
TNAP activators = human TNAP enzyme activators, primary screen, biochemical, luminescent, no phosphate acceptor, uHTS (AID 1001); actives 0.03% (n = 200,000); purified TNAP, luminescent activation assay, no phosphate acceptor; higher activation fold means a stronger effect; one-dose activation fold at 20 µM; EC50 in µM for titrated hits; in the data active = activation fold from about 3, or a potency from the dose series; inactive = the rest, 99 in 100 with activation fold below about 1.6; note: many of its hits are not listed in these tables
T cell modulator vesicle-bound % = further read-out of T cell modulator, marked with its call; double positive events, %; measured here: CD8+ vesicle-bound cell fraction;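 binding gate set so that unloaded-vesicle control wells show 10% double positive cells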
The depositor's hits bear a star; i = inactive; ? = inconclusive; / = not tested or not shown; [ ] = dose if it differs, or a comment. Cut-off read from the data, not from the text of the source, unless noted: active = inhibition above about 50%; inactive = the rest.

mol	T cell modulator	West Nile virus CPE	K1F lysis inhibition	T cell modulator vesicle-bound %	RSV CPE inhibition	human PMI inhibition	TNAP activators	P. falciparum M1AAP	M17LAP inhibition	PMI inhibition
Cc1n(-c2ccccc2)c2ccc(Cl)cc2[n+]1CCO	i	0.3%	1.5%	63	-0.7%	8%	1.1	14%	11%	4%
CN(c1ccccc1)c1nc(N)c([N+](=O)[O-])c(Nc2ccc(F)cc2)n1	i	-0.3%	1.3%[50 µM]	17	2.4%	/	/	/	/	/
Cc1noc(C)c1CSc1nc2ccccc2nc1NS(=O)(=O)c1ccc(Cl)cc1	i	-0.5%	0.4%	26	-1.0%	5%	1.1	3%	-7%	6%
NC(=O)N1CCCC1C(=O)Nc1ccc(Cl)c(Cl)c1 (stereo not drawn)	i	-0.3%	6.9%	17	2.3%	-2%	1.1	-3%	0%	-5%
CCOC(=O)c1c(-c2ccc(-c3ccccc3)cc2)csc1NC(=O)c1cccc(N2C(=O)CCC2=O)c1	i	0.6%	-0.7%	35	?	0%	1.1	3%	5%	-6%
CCO[C@@H]1OC(C(=O)N2CCN(Cc3ccc4c(c3)OCO4)CC2)=C[C@H](c2cn(C(C)=O)c3ccccc23)[C@H]1CCCO	i	0.1%	-0.1%	10	-1.5%	19%	1.1	2%	0%	21%
c1ccc2c(NCC3CCCO3)nc(-c3ccncc3)nc2c1 (stereo not drawn)	i	0.4%	-1.5%	21	0.2%	2%	1.1	-4%	-5%	2%
Cc1ccc(NC(=O)c2ccco2)c(NC(=O)c2ccccc2)c1	i	-0.5%	1.4%	20	0.0%	/	/	/	/	/
CCN1C(=O)c2ccccc2S(=O)(=O)c2ccc(C(=O)NCC(OC)OC)cc21	i	-0.4%	0.2%	46	1.5%	/	/	/	/	/
Cc1ccc(-n2nc(C)c3c(C)c(CCC(=O)NCC4CCCO4)c(=O)n(C)c32)cc1 (stereo not drawn)	i	1.8%	0.0%	34	4.8%	/	/	/	/	/
O=C(CSc1nnc(-c2ccccc2O)o1)N1CCc2ccccc2C1	i	-0.7%	3.2%	44	9.8%	7%	1.2	0%	0%	3%
Nc1n[nH]c(N)c1N=Nc1ccccc1	i	0.5%	-0.3%	44	-0.9%	7%	1.1	-3%	7µM*	0%

Further entries:
mol	T cell modulator	West Nile virus CPE	K1F lysis inhibition	T cell modulator vesicle-bound %	RSV CPE inhibition	human PMI inhibition	TNAP activators	P. falciparum M1AAP	M17LAP inhibition	PMI inhibition
O=C(CCc1ccccc1)N=C1SC2CS(=O)(=O)CC2N1c1ccccc1 (stereo not drawn)	i	-0.2%	-0.2%	24	1.6%	/	/	/	/	/
CC1(C)CC2CC(C)(CN2C(=O)C23CCC(C)(C(=O)O2)C3(C)C)C1 (stereo not drawn)	i	0.1%	0.3%	41	0.1%	8%	1	-5%	-6%	9%
COCCN(Cc1cc2ccc(C)cc2n2nnnc12)Cc1nnnn1C(C)(C)C	i	-0.2%	0.0%	37	4.9%	5%	1	-2%	3%	-1%
COC(=O)CSc1ncnc2c1sc1nc3c(cc12)COC(C)(C)C3	i	1.4%	0.0%	28	1.4%	8%	1.1	5%	0%	4%
Cc1ccccc1C(=O)Nc1cccc(-c2cn3ccccc3n2)c1	i	0.1%	/	53	7.0%	-4%	1	2%	6%	-6%
CCn1c(SCc2nc3scc(-c4ccccc4)c3c(=O)[nH]2)nnc1-c1ccc(Cl)cc1	i	-0.6%	-0.4%[50 µM]	11	2.3%	2%	1.2	4%	-16%	4%
Cc1cc(C)n2c(SCC(=O)NCc3ccc4c(c3)OCO4)nnc2n1	i	1.5%	0.2%	14	-0.2%	/	/	5%	-1%	/
COc1cccc(/C=N/NC(=O)c2c(C)nc3ccc(Br)cn23)c1O	i	-0.3%	-0.3%	37	8.8%	-13%	2	16%	11%	-26%
COc1ccccc1[C@@H]1C(c2cccc(Cl)c2)=NN(c2ccccc2)[C@H]1C(=O)N1CCOC1=O	i	1.1%	0.6%	4	25%	8%	1.1	7%	-33%	16%
O=C1CC(c2ccc(F)cc2)CC2=C1C=Nc1ccccc1N2 (stereo not drawn)	i	-0.8%	0.1%	51	14%	-6%	1.1	2%	10%	-5%
Cc1cccc(C)c1OCc1nc2ccccc2c(=O)n1/N=C/c1c[nH]c2ccccc12	i	-0.6%	-0.6%	21	8.5%	26%	1	6%	-14%	16%
CNc1ccccc1-n1ccc(-c2ccccc2)n1	i	1.0%	2.6%	57	3.4%	4%	1.1	4%	-12%	-4%

(continued)
mol	T cell modulator	West Nile virus CPE	K1F lysis inhibition	T cell modulator vesicle-bound %	RSV CPE inhibition	human PMI inhibition	TNAP activators	P. falciparum M1AAP	M17LAP inhibition	PMI inhibition
O=C(C1CCN(Cc2ccc(Cl)cc2)CC1)N1CCN(C(c2ccccc2)c2ccccc2)CC1	i	-1.1%	-3.5%	41	2.9%	7%	1.3	10%	-2%	-1%
COc1cccc(CN2CCNC(=O)C2CC(=O)NCCn2ccc3ccccc32)c1OC (stereo not drawn)	i	-0.5%	0.1%	59	1.3%	13%	1	-4%	17%	51%*
Nc1nc(SCC(=O)Nc2ccc([N+](=O)[O-])cc2)n[nH]1	i	-0.2%	-0.4%	28	0.8%	-4%	1	13%	28%	8%
C/C(=N\NC(=O)c1cc(O)ccc1O)c1cccc(NC(=O)c2cccc(Cl)c2)c1	i	-0.6%	i	68	0.8%	/	/	/	/	/
NC(=O)COc1ccccc1	i	0.5%	0.3%	47	1.8%	/	/	4%	9%	/
CC(C)(C)NC(=O)CN(C(=O)c1snc(C(=O)NC2CCCCC2)c1N)c1ccccc1F	i	-0.8%	1.1%	46	1.1%	/	/	/	/	/
O=C(OC(C(=O)Nc1cc(Cl)cc(Cl)c1)c1ccccc1)C1=COCCO1 (stereo not drawn)	i	-1.2%	-0.9%	52	10%	10%	1.1	2%	16%	10%
O=C(O)c1ccc(N/N=C/c2ccncc2)cc1	i	0.9%	0.2%	32	1.4%	/	/	/	/	/
O=C(NCCN1CCOCC1)c1ccc2c(c1)N(Cc1ccc(F)cc1)C(=O)CS2	i	0.1%	-0.6%	44	1.7%	4%	0.9	4%	17%	4%
CCOC(=O)N1CCN(C(=O)c2cn(CC)c3ccc(S(=O)(=O)N(C)C4CCCCC4)cc3c2=O)CC1	i	-0.8%	0.1%	21	0.1%	/	/	/	/	/
COC(=O)CCC(=O)OC1(C)C(=O)C2=CN(CCN3CCOCC3)C(c3ccc(OC)cc3)=CC2=C(Br)C1=O (stereo not drawn)	i	0.3%	/	27	-0.8%	/	/	3%	12%	/
CN(C)c1nc(OCCNC(=O)COc2ccc(Cl)cc2Cl)nc(N2CCOCC2)n1	i	0.7%	-0.1%	44	0.2%	-5%	1	2%	5%	-6%

Laid out differently: entries from further up.
Every second line gives: T cell modulator, West Nile virus CPE, K1F lysis inhibition, T cell modulator vesicle-bound %, RSV CPE inhibition, human PMI inhibition, TNAP activators, P. falciparum M1AAP, M17LAP inhibition, PMI inhibition
O=C(O)c1ccc(N/N=C/c2ccncc2)cc1
 : i, 0.9%, 0.2%, 32, 1.4%, /, /, /, /, /
O=C(NCCN1CCOCC1)c1ccc2c(c1)N(Cc1ccc(F)cc1)C(=O)CS2
 : i, 0.1%, -0.6%, 44, 1.7%, 4%, 0.9, 4%, 17%, 4%
CCOC(=O)N1CCN(C(=O)c2cn(CC)c3ccc(S(=O)(=O)N(C)C4CCCCC4)cc3c2=O)CC1
 : i, -0.8%, 0.1%, 21, 0.1%, /, /, /, /, /

The list goes on.
mol	T cell modulator	West Nile virus CPE	K1F lysis inhibition	T cell modulator vesicle-bound %	RSV CPE inhibition	human PMI inhibition	TNAP activators	P. falciparum M1AAP	M17LAP inhibition	PMI inhibition
COc1cc(C2=NOC(C(=O)NC3CCCCC3)C2)cc(OC)c1OC (stereo not drawn)	i	-0.2%	1.0%	38	-1.3%	6%	1.1	9%	-2%	-6%
CCCCCCCCOc1ccc(C2CC(=O)NC2=O)cc1 (stereo not drawn)	i	-0.6%	-0.1%	57	16%	/	/	/	/	/
Cc1cc(C(=O)OCC(=O)NCc2ccco2)c(C)n1-c1ccc(F)cc1	i	0.1%	0.2%	26	4.7%	6%	1.1	0%	7%	0%
COCCC(=O)Nc1ccc2c(c1)CN(C(=O)CCSC)CC2	i	1.2%	0.2%	34	-1.7%	9%	1.1	-1%	-6%	5%
CCOC(=O)C1C(=O)C=C(Nc2ccccc2F)CC1c1ccccc1 (stereo not drawn)	i	-0.9%	4.0%	3	3.9%	11%	1	4%	11%	8%
CCN(C(=O)COC(=O)CNC(=O)c1ccc(F)cc1)C1CCS(=O)(=O)C1 (stereo not drawn)	i	-0.3%	1.0%	25	13%	8%	1.1	5%	-1%	13%
COc1cc2c(cc1OC)C(C)N(C(=O)c1cc3ccccc3o1)CC2 (stereo not drawn)	/	0.3%	0.8%	/	40µM*	-10%	1	-1%	2%	0%
Cc1ccc2nc(NC(=O)CCn3c(=O)sc4ccccc43)sc2c1	i	0.0%	3.5%	50	23%	12%	1	10%	1%	8%
O=C(Nc1ccc2c(c1)OCO2)c1ccc([N+](=O)[O-])cc1[N+](=O)[O-]	i	-0.9%	-1.2%	11	-0.2%	/	/	/	/	/
Cc1[nH]c2ccccc2c1SCc1nnc(SCc2ccc(Cl)cc2)n1C	i	-1.0%	0.3%	39	0.5%	/	/	6%	9%	/
CCOC(=O)NS(=O)(=O)c1ccc(CCNC(=O)c2cc(C)on2)cc1	i	0.0%	2.2%[50 µM]	17	1.9%	3%	1.1	11%	5%	6%
CCOC(=O)N1CCC(NC(=O)c2cc(S(=O)(=O)N3CCCCC3)ccc2F)CC1	i	-0.9%	-0.3%	10	2.6%	-14%	1	4%	0%	-9%
COc1ccc(/C=C/C(=O)NCC(=O)N2CCC(N(C)CCN3CCOCC3)CC2)cc1OC	i	-0.1%	-0.2%	56	-1.2%	-8%	1.1	11%	1%	-13%
CN(C)/C=N/c1ncc(C(=O)c2ccccc2)s1	i	0.4%	0.4%	18	2.6%	2%	1.1	17%	42%	4%

Bioassay records: PubChem, several laboratories

Compounds were not picked by outcome, and some 1.5% of all compounds hit somewhere here.
